Assay outcomes as filed in PubChem BioAssay.
Ins promoter up = MIN6 insulin promoter up-regulation | MIN6 insulin promoter-GFP reporter, high-content imaging; hits give high values | z-score at 5 µM | 190,000 compounds, 0.3% hits;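 active means z-score above 3 at 5 µM with at least 500 cells counted in the well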
b-catenin transl = beta-catenin nuclear translocation modulation; HeLa beta-catenin nuclear translocation, immunofluorescence imaging; nuclear translocation activity, % at 5 µM; 190,000 compounds, 0.3% hits; AID 1665;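 active means nuclear translocation activity above 50% at 5 µM, with a well cell count of 50 or more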;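 further: per-cell ratio of nuclear to cytoplasmic median beta-catenin stain intensity; plate controls were DMSO negative control for no effect and GSK-3 inhibitor IX positive control for full effect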
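test system = HeLa cells, endogenous beta-catenin | dosing = single 5 µM dose plus 0.02–20 µM confirmation series | times = compound treatment 24 h, 37°C, 5% CO2 | technique = beta-catenin immunofluorescence imaging with DAPI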
Autophagy HCS = autophagy modulation, high-content screen; MEF GFP-LC3 puncta imaging; test concentration mostly 10 µM; calls only at 10 µM (by protocol); 190,000 compounds, 0.98% hits; AID 463193;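 active means percentage of spot-positive cells more than 3 SD above its plate mean, without a fluorescence outlier flag or 80% toxicity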;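 further: spot-positive cell cutoff set from DMSO-treated cells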
MT stabilize HCS = stabilizes microtubules in HeLa cells; HeLa tubulin immunostaining HCS, 24 h; share of cells brighter than vehicle mean+2SD; % tubulin-high responders, % at 10 µM; 200,000 compounds, 0.83% hits; AID 2205;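 active means plate Z-score above 3 for both tubulin-high and condensed-nucleus cell shares, with cell loss under 80%, at 10 µM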;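 further: anti alpha tubulin signal scored within the nucleus-defined area of each cell; some results filed as inactive read as strong as hits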
Hep lipid drop = hepatic lipid droplet formation modulation. AID 1656. 240,000 compounds, 0.4% hits. AML12 mouse hepatocytes, oleate lipid droplets, BODIPY imaging. inhibition, % at 6.5 µM;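 active means lipid droplet intensity inhibited by at least 50%, with more than 500 cells counted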
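material = mouse AML12 hepatocyte cell line, fixed after treatment | also added = 100 µM oleic acid challenge | doses = compound at 6.5 µM only | schedule = overnight exposure | technique = Image-based BODIPY and DAPI two-channel analysis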
T cell HTS = modulates CD8 T cell binding to vesicles; calls only at 7 µM; 2C CD8+ T cell-vesicle binding, flow cytometry; hits give low values; 330,000 compounds, 0.068% hits;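 active means response, share of CD8 T cells binding vesicles, and their 90th percentile fluorescence all below set limits, cut at about 80% in these data, passing the limit was not always enough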
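material = purified 2C TCR transgenic mouse naive CD8+ T cells | controls = Unloaded micro-vesicles (low), QL9 vesicles with 0.7% DMSO (high) | detection = cytometric PE anti-B7-1 and Alexa647 anti-CD8 signals after 1% paraformaldehyde fixation | incubation = binding step 1.5 h, 37 °C, antibody labelling 20 min, ice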
PhoP inhibition = PhoP-dependent GFP reporter repression – Salmonella Typhimurium, primary screen (AID 1863). S. Typhimurium PhoP-regulated promoter GFP reporter, 4 h; higher % means a stronger effect. inhibition, % at 50 µM; hits with a dose series show IC50 in µM. 300,000 compounds, 0.16% hits;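 active means inhibition over 29.93%, a cutoff 3 SD above the screen mean, later confirmed by dose response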;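 further: 0% = low Mg2+ inducing control and 100% = high Mg2+ repressing control; strong numbers were not always called active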
CSM14.1 death rescue = protection against thapsigargin-triggered cell killing – 384-well, CSM14.1, ATP luminescence, primary screen (AID 1222); CSM14.1 thapsigargin-induced death rescue, ATP luminescence; higher % means a stronger effect; cellular ATP content (survival), % at 20 µM, or EC50 in µM where a hit was titrated; 190,000 tested, under 10 active;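 active means EC50 below 50 µM in the dose-response confirmation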;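 further: death triggered by thapsigargin at about 15 µM added after 2 h compound pretreatment; cell ATP read after overnight thapsigargin exposure of roughly 18 to 22 hours; normalized against plate controls of thapsigargin alone and 5% DMSO vehicle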
Dynein transport = blocks dynein driven cargo transport along microtubules; 3617.4 mouse cells, GR-EGFP nuclear translocation imaging; test concentration mostly 20 µM; stimulated with dexamethasone, 1 µM; hits give low values; z-score, hits read low; 220,000 compounds, 0.47% hits;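 active means plate z-score of nuclear minus cytoplasmic receptor signal below a set negative limit, without overly bright fluorescence or cell loss, cut at about -3.5 in these data, passing the limit was not always enough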;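 further: z-score of nuclear minus cytoplasmic ring GR-EGFP intensity difference per well; some compounds called inactive have numbers as strong as hits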
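Buffer or medium: tetracycline-free induction medium containing charcoal-stripped FBS / Reagent: dexamethasone agonist, 1.0 µM final, for 30 min / Technique: automated 10x imaging of fixed Hoechst-stained cells / Times: induction 48 h, compound 1 h, agonist 30 min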
Dynein transport cytoplasmic EGFP = further read-out of Dynein transport, marked with its call; z-score; measured here: cytoplasmic GR-EGFP intensity; hits give high values
Dynein transport nuclear GR-EGFP = also measured in Dynein transport; calls as there; z-score; measured here: nuclear GR-EGFP intensity;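 lower value marks the stronger effect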
Dynein transport cell count = second read-out of Dynein transport, no call of its own (marks repeat the call); z-score; measured here: cell count per field
Ins promoter up cell count = second read-out of Ins promoter up, no call of its own (marks repeat the call); cell count; measured here: cytotoxicity, nuclei count;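 total cells summed across four imaged fields per well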
Hep lipid drop cells 6.5 µM = further read-out of Hep lipid drop, marked with its call; cell count; measured here: cell count, cytotoxicity flag;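 cells counted across two imaged fields per well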
b-catenin transl cell count 5 µM = also measured in b-catenin transl; calls as there; cell count; measured here: cell count, cytotoxicity flag
T cell HTS vesicle-bound % = also measured in T cell HTS; calls as there; double positive events, %; measured here: CD8+ vesicle-bound cell fraction;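 binding gate set so that unloaded-vesicle control wells show 10% double positive cells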
MT stabilize HCS Hoechst-high % = second read-out of MT stabilize HCS, no call of its own (marks repeat the call); % Hoechst-high responders; measured here: nuclear condensation Hoechst responders;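 share of cells brighter than vehicle mean plus two SD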
MT stabilize HCS cytotoxicity % = also measured in MT stabilize HCS; calls as there; toxicity, %; measured here: cytotoxicity by cell density;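 0% = mean cell density of plate MIN control wells and 100% = no cells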
Autophagy HCS cell loss 18 h = second read-out of Autophagy HCS, no call of its own (marks repeat the call); toxicity, %; measured here: cell loss, nuclei count;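 cell loss after 18 h compound exposure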
* hit, by the source's call; i = inactive; . = not tested or not shown; + = active, no number; & = joins results of further samples.

SMILES	Ins promoter up	Ins promoter up cell count	b-catenin transl	b-catenin transl cell count 5 µM	Autophagy HCS	Autophagy HCS cell loss 18 h	MT stabilize HCS	MT stabilize HCS Hoechst-high %	MT stabilize HCS cytotoxicity %	Hep lipid drop	Hep lipid drop cells 6.5 µM	T cell HTS	T cell HTS vesicle-bound %	PhoP inhibition	CSM14.1 death rescue	Dynein transport	Dynein transport cytoplasmic EGFP	Dynein transport nuclear GR-EGFP	Dynein transport cell count
O=C(N/N=C/c1ccc(-c2ccc(S(=O)(=O)Nc3ncccn3)cc2)o1)c1cc2ccccc2cc1O	-0.02	898	-3.3	1181	i	0.8	2.3	1.7	4.4	19.8	788	i	13.4	-14.2%	-3.9%	2.84	0.00923	2.94	-2.1
CC(C)N(C(=O)Nc1ccc2nccnc2c1)C(C)C	-0.35	1418	-0.5	866	i	17.5	4.9	0.9	6.1	.	.	i	32.4	6.9%	-1.0%	1.25	-0.136	1.04	-0.00228
Cc1cc(C)cc(OCC(=O)Nc2ccccc2C(=O)NCc2ccco2)c1	-0.95	1271	-0.1	1118	i	-3.4	2.1	1.8	9.6	-1.0	702	i	33.4	-2.8%	-1.5%	0.175	-0.258	0.0632	-1.05
CCOC(=O)c1cnn(-c2nc(-c3ccc(F)cc3)cs2)c1C(F)(F)F	.	.	.	.	i	8.1	2.2	1.7	6.8	.	.	i	48.8	6.9%	-1.4%	-0.399	-0.22	0.0926	0.639
O=C(NC1CCCc2ccccc21)c1ccc(Br)cc1 (stereo unspecified)	0.19	1568	-2.2	1361	i	7.7	8.4	4.3	5.7	-100.3	640	i	41.5	-4.1%	-2.2%	-0.902	-0.258	-0.463	0.153
Cc1ccc(-c2nc(SCC(N)=O)c(C#N)c3c2CCCC3)cc1	1.03	889	.	.	i	25.9	0.8	1.7	7.4	15.0	821	i	11.4	4.9%	-1.0%	0.948	-0.379	0.413	-0.481
COc1ccc(CCCC(=O)N/N=C\c2cccs2)cc1	0.27	1216	.	.	i	2.2	6.1	1.8	6.0	-16.7	778	i	7.9	-1.6%	-0.7%	-0.745	-0.293	-0.401	0.547
Cn1cc(S(=O)(=O)NCc2cccs2)c(=O)n(C)c1=O	-0.19	1021	-0.7	1161	i	-1.8	5.5	2.0	2.2	.	.	i	27.2	11.4%	-1.3%	-0.571	-0.126	-0.298	-0.294
O=C(NCCN1CCOCC1)c1ccc2c(c1)ncn2C1CCCC1	1.35	1218	2.4	459	i	22.2	3.9	1.3	3.6	9.8	745	i	26.7	2.1%	-2.8%	0.0662	-0.201	0.768	-0.351
Cc1cccc(N(CC(=O)NCc2ccccc2)C(=O)Cn2nnc(-c3ccc(C)o3)n2)c1	-0.12	1141	0.5	1180	i	3.1	2.0	1.2	14.4	.	.	i	13.2	-3.7%	0.8%	1.66	-0.203	0.782	-0.113
CC(=O)c1c(C)oc2ccc(NS(=O)(=O)c3ccc(O)c(C(=O)O)c3)cc12	.	.	-0.3	1011	i	7.6	2.4	1.8	2.9	-4.1	688	i	36.4	1.7%	-2.8%	-0.108	-0.278	-0.179	-0.166
S=C(NNc1cccc(Cl)c1)NC1CCCCC1	-0.05	1223	0.4	1099	i	16.3	4.5	2.5	4.0	15.9	664	i	57.2	16.7%	0.2%	-0.8	-0.262	0.08	0.861
CCOC(=O)c1c(NC(=O)Cn2cnc([N+](=O)[O-])n2)sc2c1CCC(C)C2 (stereo unspecified)	0.05	1620	-1.1	1368	i	-0.8	0.7	1.9	6.1	.	.	i	44.7	-9.6%	-3.3%	0.0501	0.00212	0.0458	0.341
CC(C)(C)OC(=O)N1CCC(c2cc(=O)n3[nH]cc(C(=O)NC4CCCC4)c3n2)CC1	0.5	922	.	.	i	-3.3	1.3	2.6	2.1	.	.	i	35.3	-5.1%	1.6%	-0.172	-0.267	-0.0799	0.212
COC(=O)c1c(S(N)(=O)=O)c2ccccc2n1C	0.54	1365	-3.7	963	i	48.5	1.0	1.8	11.7	.	.	i	26.5	1.2%	-1.0%	-0.47	-0.137	-0.294	0.465
COC(=O)c1c(NC(=O)CN2C(=O)C(=O)N(CC(C)C)C2=O)sc2c1CCCCC2	0.57	1505	-0.4	1098	i	26.6	5.4	1.9	8.9	-9.9	675	i	3.8	-0.1%	-2.7%	0.203	-0.255	0.17	0.0259
CCOC(=O)c1c(C#N)cnn1-c1ccc(C)cc1	-0.03	1978	-0.9	1163	i	-1.2	1.3	2.6	7.7	-3.1	592	i	18.5	7.4%	-2.1%	-0.295	-0.228	-0.598	0.719
COc1cc(C(=O)NS(=O)(=O)c2ccccc2C)ccc1Cc1cn(C)c2ccc(NC(=O)OC3CCCC3)cc12	0.59	1495	-1.6	1173	.	.	.	.	.	7.8	719	i	31.9	-4.8%&-13.6%	-0.3%	.	.	.	.
Cc1cc(C)nc(NNC2=CC(=[N+]3CCCC3)CCC2)n1	0.1	1385	-1.4	1217	i	8.5	1.9	1.7	9.1	-6.2	682	i	25.1	-6.2%	-1.5%	-0.974	-0.297	-0.439	0.547
CN(Cc1ccccc1)CC(O)COc1ccc(CNCCCOc2cccnc2)cc1 (stereo unspecified)	-0.05	1532	2.2	910	i	14.3	2.3	1.3	4.8	-3.3	714	i	28.0	19.1%	0.5%	1.93	-0.239	0.873	-0.596
C/C=C/c1ccc(OCCOc2cc(C=O)ccc2OC)c(OC)c1	-0.31	1264	-0.3	538	i	-0.7	8.3	2.0	8.3	-48.7	746	i	43.0	4.7%	0.2%	1.28	0.0419	1.07	-1.71
COc1ccc2c(COC(=O)CCS(=O)(=O)c3ccccc3)cc(=O)oc2c1	-0.32	1379	1.3	1072	i	-5.0	1.6	1.7	7.4	-4.4	632	i	24.3	-3.6%	-1.1%	0.0593	-0.113	0.0904	-1.1
C=CCSc1ncccc1C(=O)NCc1ccccc1	-0.65	1592	-2.2	908	i	-17.0	4.6	2.6	7.0	.	.	i	21.7	23.2%	0.6%	-0.948	-0.319	-0.321	0.0401
CC(C)(/C=N/NC(=O)CSCc1ccccc1Cl)CCC#N	0.49	2291	0.0	993	i	13.0	5.0	2.5	2.2	-64.6	575	i	40.4	0.4%	-2.6%	-0.313	-0.246	0.831	0.0863
Cc1ccc(S(=O)(=O)NC(C)C(=O)Nc2ccccc2C(=O)N2CCCC2)cc1 (stereo unspecified)	0.35	1055	-0.8	1170	i	-3.2	2.6	1.2	0.0	.	.	i	34.8	4.6%	-1.2%	-0.157	-0.199	0.0741	0.3
SMILES	Ins promoter up	Ins promoter up cell count	b-catenin transl	b-catenin transl cell count 5 µM	Autophagy HCS	Autophagy HCS cell loss 18 h	MT stabilize HCS	MT stabilize HCS Hoechst-high %	MT stabilize HCS cytotoxicity %	Hep lipid drop	Hep lipid drop cells 6.5 µM	T cell HTS	T cell HTS vesicle-bound %	PhoP inhibition	CSM14.1 death rescue	Dynein transport	Dynein transport cytoplasmic EGFP	Dynein transport nuclear GR-EGFP	Dynein transport cell count
CN(C)c1cc(-c2cccc([N+](=O)[O-])c2)oc(=O)c1Cl	-0.26	1024	1.4	1232	.	.	.	.	.	-26.2	631	i	25.3	-1.4%	.	0.481	-0.208	0.236	0.147
COC(=O)CCN(C(=O)c1cc([N+](=O)[O-])cc([N+](=O)[O-])c1)c1ccccn1	-0.27	1271	-0.1	1113	i	3.7	2.2	1.5	6.0	-5.3	728	i	56.8	4.0%	1.9%	-0.476	0.00266	-0.129	0.0582
COCCN1Cc2cccc(C(=O)Nc3cc(C)cc(C)c3)c2C1=O	-1.87	1302	-2.7	982	i	-3.9	2.3	2.6	9.1	.	.	i	42.3	-9.7%	0.1%	-0.31	-0.212	0.0622	0.3
O=C(NCCCN1CCN(CCCNC(=O)c2ccc3c(c2)OCO3)CC1)c1ccc2c(c1)OCO2	.	.	.	.	i	-1.5	3.6	2.0	7.1	-12.9	680	i	31.9	20.4%	-3.2%	0.304	-0.223	0.496	0.101
Cc1cc(C)c(NC(=O)CSc2nnc(-c3ccco3)n2N)c(C)c1	0.25	1234	0.0	1169	i	5.5	2.9	2.9	11.0	7.4	768	i	33.9	-4.7%	-1.9%	0.0134	-0.235	0.144	0.0246
c1ccc2c(c1)[nH]c1c3ccccc3sc21	-0.05	1338	5.2	1115	.	.	.	.	.	7.1	846	i	65.0	-5.9%	.	0.499	-0.204	0.00261	-0.113
CC1CCN(Cc2c(O)ccc3c(=O)c(-c4nc5ccccc5s4)c(N)oc23)CC1	-0.42	1235	-1.1	890	+	15.4*	3.4	1.6	6.2	-29.5	485	i	55.0	1.5%	1.6%	0.575	-0.281	-0.0565	-0.309
COc1ccc(O[C@H]2C=C[C@@H](c3ccccc3)O[C@@H]2CO/N=C/C[C@@H]2C=C[C@H](OC(C)=O)[C@@H](COC(C)=O)O2)cc1	-0.53	1263	.	.	i	21.6	2.4	1.7	7.9	-18.5	676	i	28.3	-0.9%	2.7%	-0.293	-0.199	0.164	0.664
CCOc1ccc2nc(N3CCC(C(=O)Nc4nnc(CC)s4)CC3)sc2c1	0.86	1732	-3.9	1021	i	4.9	1.8	0.7	4.2	-7.9	519	i	30.8	3.4%	-1.2%	0.361	-0.127	0.45	-0.339
